LDHA inh: inhibitors of human lactate dehydrogenase A; P00338; purified LDHA, NADH/diaphorase-resazurin fluorescence; stronger effect = lower value; activity change, % (values are at about 110 or 230 µM); actives 0.15% (n = 480,000); AID 1347041; in the data active = activity change below about -30%; inconclusive = mostly about -25% to -30%;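 also: plate controls were DMSO wells for no effect and wells without enzyme for full effect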
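Enzyme activity of human lactate dehydrogenase 5 (2 nM; 0.06 mM NADH, 0.2 mM pyruvate, 5 min, RT) is measured via a resazurin/diaphorase fluorescence readout of residual NADH.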
ALOX12 inh: blocks human arachidonate 12S-lipoxygenase; Potency, µM (doses to about 108 µM), for the others: top-dose activity change, negative = inhibition, hits mostly inhibitors; purified 12hLO, xylenol orange hydroperoxide absorbance; AID 1671190; actives 1.1% (n = 580,000); active = well fitted inhibition curve with a large enough effect; inconclusive = small, poorly fitted or top-dose-only effect, or another doubt; inactive = no such curve, though single readings can be large or run the other way; also: potency is read from the fitted curve at half-maximal effect
Target sequence (P18054 whole entry, looked up): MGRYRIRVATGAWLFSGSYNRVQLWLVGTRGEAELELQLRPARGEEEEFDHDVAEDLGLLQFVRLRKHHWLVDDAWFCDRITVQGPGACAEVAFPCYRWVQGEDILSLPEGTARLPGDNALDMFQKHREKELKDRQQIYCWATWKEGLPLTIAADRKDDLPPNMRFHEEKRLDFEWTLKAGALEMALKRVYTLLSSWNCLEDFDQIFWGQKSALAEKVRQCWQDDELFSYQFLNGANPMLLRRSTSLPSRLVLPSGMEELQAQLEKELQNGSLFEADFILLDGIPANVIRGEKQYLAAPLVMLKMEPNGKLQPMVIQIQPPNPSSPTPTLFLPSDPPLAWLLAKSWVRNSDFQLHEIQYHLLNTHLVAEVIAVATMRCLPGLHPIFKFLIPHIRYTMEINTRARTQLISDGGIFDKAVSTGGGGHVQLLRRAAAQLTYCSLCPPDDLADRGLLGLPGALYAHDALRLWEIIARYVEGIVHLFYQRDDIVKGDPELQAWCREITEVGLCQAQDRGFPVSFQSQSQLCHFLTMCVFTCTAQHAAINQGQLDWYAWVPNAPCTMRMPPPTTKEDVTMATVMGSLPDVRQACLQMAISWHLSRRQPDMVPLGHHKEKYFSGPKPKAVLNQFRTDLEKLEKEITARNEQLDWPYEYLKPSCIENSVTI
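Purified human 12hLO (150 nM final) in 25 mM Hepes, 0.01% Triton X-100, pH 7.0 was preincubated 15 min at room temperature with compound. Then 40 uM arachidonic acid was added, 30 min. Hydroperoxide was read by Fe-XO absorbance ratio 573/405 nm.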
An asterisk follows results filed as active; ? = inconclusive; [ ] = dose if it differs, or a comment. Unless noted, % is scaled to controls: 0 for no effect and ±100 for the full control effect.

smiles | LDHA inh | ALOX12 inh
O=Cc1ccc(OCc2ccccc2Cl)cc1 | 2 | 3%
Cc1cccc(C(=O)Nc2nn3c(-c4cccc(C)c4)nnc3s2)c1 | -24 | 18%
CC(NC(=O)CSc1ccc(F)c(F)c1)c1nc2ccccc2[nH]1 (stereo unspecified) | -13 | 23%
NC(=O)c1nn(CC(=O)Nc2ccccc2OC(F)(F)F)c(=O)c2ccccc12 | -1 | ?
O=C1CC(C(F)(F)F)N(C(=O)Cn2cnc3ccc(Br)cc3c2=O)c2ccccc2N1 (stereo unspecified) | -7 | -17%
Cc1cc(=O)n2c3ccccc3nc2n1CC(=O)c1ccc2ccccc2c1 | -8 | 70%[activator]
C=CCNCc1ccc(Cl)cc1 | 2 | -16%
CSc1nc2n(n1)C(c1ccccc1Cl)C1=C(CCCC1=O)N2 (stereo unspecified) | 3 | -3%
CCN(CC)C(=O)CNC(=O)c1cc2ccccc2c(OC)n1 | 1 | -13%
O=C(Nc1ccc2oc(-c3ccccc3Br)nc2c1)c1cccc([N+](=O)[O-])c1 | 3 | 6%
COc1ccccc1C(=O)NCCN1CCC(n2c(=O)[nH]c3ccccc32)CC1 | -2 | ?
O=C(NCc1ccccn1)c1ccc2ccccc2c1 | 0 | 16%
C=C(C)Cn1c(N(C)C)nc2c1c(=O)[nH]c(=O)n2C | -6 | 39%
CC(C)Oc1ccc(/C=C(/C#N)C(=O)c2ccccc2F)cc1 | 5 | ?
COc1ccc(S(=O)(=O)Nc2nc3ccccc3nc2Nc2ccc(C)c(Cl)c2)cc1 | 10 | 0%
O=C(O)CNS(=O)(=O)c1cc(C(F)(F)F)cc(C(F)(F)F)c1 | 2 | ?
O=S(=O)(c1cc(F)ccc1F)N1CCN(Cc2ncc(-c3ccc(F)cc3)o2)CC1 | 5 | 12%
Cc1ccc(NC(=O)Cn2cnc3c2c(=O)n(C)c(=O)n3C)cc1F | 3 | 11%
Cc1ccc(/C=C(/C#N)c2ccc(C(F)(F)F)cn2)s1 | -2 | 5%
Cc1nn(-c2ncccn2)c2c1C(c1ccc(OCC(N)=O)cc1)CC(=O)N2 (stereo unspecified) | -2 | ?
CNC(=O)c1ccc(CN(C(=O)c2ccsc2)C2CC2)cc1 | -1 | 47%[activator]
COc1ccc(C(=O)/C(C#N)=C\c2ccccc2C(F)(F)F)cc1 | 1 | ?
Cn1nc(C(=O)OCCOc2ccccc2Cl)c2ccccc2c1=O | 5 | -6%
CC(NC(=O)CCNC(=O)c1ccc(F)cc1Cl)c1ccc(Cl)c(Cl)c1 (stereo unspecified) | -2 | ?
Cc1cccc(OCC(=O)NC2CCc3ccccc32)c1C (stereo unspecified) | -6 | -5%
Cc1ccc(-n2ncc3c(NCC4CCCO4)ncnc32)cc1 (stereo unspecified) | 0 | -16%
O=C(NCCN1CCN(c2cccc(Cl)c2)CC1)c1nnc(Cc2ccc(F)cc2)o1 | 1 | 11%
CCC(NC(=O)C1CC1)c1ccccc1 (stereo unspecified) | 2 | -1%
O=C(Nc1ccc(Br)cc1Cl)c1cc(=O)c2ccccc2o1 | 6 | -23%
COC(=O)[C@@]12C[C@@H](CC(=O)NCCC(C)C)C(=O)N(Cc3ccc4c(c3)OCO4)C1=CCC(C)(C)C2 | 3 | 5%
COc1ccccc1NC(=O)CC1C(=O)Nc2nc3ccccc3n21 (stereo unspecified) | -5 | ?
O=C(CSc1nc2c(c(=O)[nH]1)CCC2)Nc1oncc1-c1ccccc1 | 4 | ?
Cn1nc(C(=O)OCC(=O)c2c[nH]c3ccccc23)c2ccccc2c1=O | 0 | ?
Cn1c(=O)c2c(ncn2CC(=O)Nc2ccc(F)c([N+](=O)[O-])c2)n(C)c1=O | -1 | -6%
O=C(COc1cc2oc(=O)cc(-c3ccccc3)c2cc1Cl)NCc1cccnc1 | -2 | 4%
CC(=O)Nc1cccc(-c2csc(Nc3ccccc3)n2)c1 | 1 | ?
CCOc1ccc(NC(=O)COc2ncnc3c(Cl)cc(Cl)cc23)c([N+](=O)[O-])c1 | 7 | -24%
CCCCCCCCN1C(=O)[C@H](CC(=O)N2CCOCC2)C[C@@]2(C(=O)OC)CC(C)(C)CC=C12 | 5 | ?
S=C1NC2(CCCCC2)N=C1c1ccc(Br)cc1 | -1 | -21%
COc1ccccc1N1CCN(CC(=O)Nc2nnc(C)s2)CC1 | -2 | -6%
Cc1ccc(-c2cc(C(=O)OC(C)C(N)=O)c3ccccc3n2)c(C)c1 (stereo unspecified) | 2 | -11%
Cn1c(=O)c2c(nc(SCC(=O)N3CCOCC3)n2Cc2ccccc2F)n(C)c1=O | 0 | -68%
Cc1ccc(S(=O)(=O)Nc2ccccc2C(C(=O)OC(C)(C)C)C(=O)OC(C)(C)C)cc1 | -1 | 0%
O=S(=O)(Cc1csc(-c2ccccc2)n1)Cc1ccccc1F | -4 | -33%
COC(=O)c1cc(S(=O)(=O)N(C)CC(=O)N2CCN(c3ccc(Cl)cc3)CC2)cn1C | 11 | -2%
CCc1cc2c(=O)c(Oc3ccccc3)c(C(F)(F)F)oc2cc1OC(=O)c1ccccc1Cl | 10 | -55%
COc1cccc(Oc2c(C)oc3cc(OS(C)(=O)=O)ccc3c2=O)c1 | 11 | -19%
CC(=O)c1cn(CC(=O)NC2CCCCC2)c2ccccc12 | 0 | -36%
Cc1ccc(C(=O)NCCC2=CCCCC2)cc1C | 6 | -38%
O=C(Nc1ccccc1F)c1nn(-c2cccc(Cl)c2)ccc1=O | -4 | 5%

Brought forward from above: three compounds, followed by the next part.
smiles | LDHA inh | ALOX12 inh
CC(=O)c1cn(CC(=O)NC2CCCCC2)c2ccccc12 | 0 | -36%
Cc1ccc(C(=O)NCCC2=CCCCC2)cc1C | 6 | -38%
O=C(Nc1ccccc1F)c1nn(-c2cccc(Cl)c2)ccc1=O | -4 | 5%
CC1=C(C(=O)N(CC(=O)NCc2ccc(C)cc2)c2ccc(Cl)cc2)SCCO1 | 6 | -19%
Cc1ccc(S(=O)(=O)NC(c2ccccc2)c2ccccn2)s1 (stereo unspecified) | 2 | ?
CC(C)=CC(=O)Nc1sc(C)c(C)c1C#N | 2 | ?
O=C(CCn1ccc2ccccc21)NC1CCCCCC1 | 2 | 4%
CC(C(=O)N(C)C)S(=O)(=O)Cc1cccc(Br)c1 (stereo unspecified) | 2 | -24%
NC(=O)c1nn(CC(=O)NCc2ccc(F)cc2)c(=O)c2ccccc12 | 0 | 4%
O=C(Cn1nnc(-c2ccc(F)cc2)n1)N1CCOCC1 | 6 | -14%
CC(NC(=O)c1ccco1)C(=O)Nc1nc(-c2ccc3ccccc3c2)cs1 (stereo unspecified) | -1 | ?
CC(OC(=O)c1cc(C2CC2)nn1-c1ccccc1)C(=O)Nc1ccc(N(C)C)cc1 (stereo unspecified) | 1 | -56%
Cc1ccccc1OCCN(C)C(=O)NCc1cccc(Cl)c1 | 5 | 1%

Full records, quoted from the list. Values in the order: LDHA inh	ALOX12 inh
CC(OC(=O)c1cc(C2CC2)nn1-c1ccccc1)C(=O)Nc1ccc(N(C)C)cc1 (stereo unspecified) is listed as 1	-56%
CC1=C(C(=O)N(CC(=O)NCc2ccc(C)cc2)c2ccc(Cl)cc2)SCCO1 is listed as 6	-19%
O=C(Cn1nnc(-c2ccc(F)cc2)n1)N1CCOCC1 is listed as 6	-14%
NC(=O)c1nn(CC(=O)NCc2ccc(F)cc2)c(=O)c2ccccc12 is listed as 0	4%

Further structures.
smiles | LDHA inh | ALOX12 inh
N#CC1=C(N)Oc2c(c(=O)[nH]c3ccccc23)C1c1ccc(Br)cc1 (stereo unspecified) | 5 | ?
CCOCCOC(C)C(=O)NCC(CC)c1ccccc1 (stereo unspecified) | 8 | 23%
C/C(=N\O)c1cc2cc(Br)ccc2oc1=O | 1 | 6%
CC1(C)Cc2c(sc3ncn4nc(-c5cccc(O)c5)nc4c23)CO1 | 13 | ?
CCCCC(CC)C(=O)Nc1ccc2ccccc2c1 (stereo unspecified) | 2 | 10%
O=C(Nc1ccc(Oc2ccccc2)cc1)c1cccc(CN2CCCC2=O)c1 | -18 | 1%
OC(CC#CCN1CCCCCC1)(c1ccccc1)c1ccccc1 | 2 | ?
COC(=O)[C@@]1(C(C)C)N=C(c2cc(OC)c(OC)c(OC)c2)[C@]2(O1)C(=O)N(Cc1ccc(OC)cc1)c1ccc(Br)cc12 | 3 | -7%
Cc1ccc2nc(C)c(C(=O)N(C)C(C)c3ccccc3)cc2c1 (stereo unspecified) | -10 | ?
CC(/C=C/c1ccccc1)=N/Nc1ccc(F)cc1F | -1 | 39%
COc1ccc(/C=C/C(=O)Oc2ccccc2Cl)cc1 | 4 | -2%
OCc1nc2ccccc2n1CC(O)COc1ccc(Cl)cc1 (stereo unspecified) | 0 | 20%
N#Cc1cn(CC(=O)NCc2ccc(F)cc2)c2ccccc12 | -8 | -30%
COC(=O)NCCc1ccncc1 | -1 | 4%
O=C(NC1CCCC(C(F)(F)F)C1)C1CCCCC1 (stereo unspecified) | 0 | 4%
CCCCNC(=O)c1nc(-c2ccccc2)oc1-c1ccc(Cl)cc1 | -3 | -4%
CC(Sc1ccc(Br)cn1)C(=O)Nc1cccc(Br)c1 (stereo unspecified) | -1 | ?
Cc1c2occ(C(C)(C)C)c2cc2c3c(/c(=N\O)oc12)CCCC3 | 3 | ?
Cc1ccc(NC(=O)C(Cc2ccccc2)n2cnnn2)cc1F (stereo unspecified) | 3 | ?
O=C(CSc1nc2cc(Cl)ccc2o1)NCc1ccco1 | 7 | ?
Cc1occc1-c1nnc(SC(C)C(=O)N2CCc3ccccc32)o1 (stereo unspecified) | -6 | 4%
NC(=O)CN(CC(=O)NC1CCC(C(F)(F)F)CC1)C1CCCC1 (stereo unspecified) | -3 | -70%
CCC(CC)C(=O)Nc1cccc(F)c1 | 2 | 39%[activator]
COCCCNC(=O)C[C@@H]1C[C@@]2(C(=O)OC)CC(C)(C)CC=C2N(Cc2ccco2)C1=O | -1 | 3%
COc1ccc2c(C)c(CCC(=O)NCc3ccc4c(c3)OCO4)c(=O)oc2c1C | 5 | -13%
O=C(Nc1ccc2oc(-c3ccccc3F)nc2c1)c1ccc(Cl)cc1 | 1 | ?
CCc1cccc2c1NC(=O)C2(O)CC(=O)c1ccc(Cl)cc1 (stereo unspecified) | 1 | -51%
Cc1[nH]c(C(=O)N2CCC(CC(=O)NCc3ccc4c(c3)OCO4)CC2)c(C)c1C(=O)OC(C)C | 12 | ?
Cc1ccc(-c2n[nH]c(=O)c3ccccc23)cc1S(=O)(=O)N(C)C1CCCCC1 | 14 | ?
COc1ccc(C(=O)Nc2c(N3CCCC3)c3ccccc3oc2=O)cc1OC | -8 | 55%[activator]
Cc1ccc(C(=O)N2CCN(Cc3ncc(C(C)(C)C)o3)CC2)cc1 | 10 | 0%
COC(=O)[C@H](CC(C)C)NC(=O)Nc1ccc(OC)c(Cl)c1 | 1 | -6%
COc1ccc(C(=O)OCC(=O)Nc2cc(OC)ccc2OC)c(C)c1 | 16 | -2%
CCN(CC)S(=O)(=O)c1ccc(C)c(NCc2ccc(C#N)cc2)c1 | 2 | -3%
CCCN(CCC)Cc1nc2c(c(=O)[nH]1)C1(CCCC1)Cc1ccccc1-2 | -10 | 35%[activator]
CSCCC(NC(=O)c1ccccc1Br)C(=O)Nc1cc(Cl)cc(Cl)c1 (stereo unspecified) | -7 | 0%
CC(=O)c1ccc(OCc2ccc(C(N)=O)cc2)cc1 | 4 | 6%
COc1ccc(-c2cc(C(=O)NC(C)(C)C)c3ccccc3n2)cc1 | -9 | 95%[activator]
CC1(C)CC(=O)C2=C(C1)Nc1nonc1NC2c1ccccc1 (stereo unspecified) | 28 | 25%
Cc1cccc(Nc2nc(-c3cc4ccccc4oc3=O)cs2)c1 | -15 | 40µM*
CC1=C(C(=O)Nc2ccccc2)C(c2cccc(Cl)c2)n2ncc(C(=O)Nc3cccc(C)c3)c2N1 (stereo unspecified) | 5 | -5%
O=C(COc1cc(F)ccc1[N+](=O)[O-])Nc1ccc2c(c1)CCC2 | -3 | 15%
CCC(C)CNC(=S)NC1CC1 (stereo unspecified) | -11 | ?
CCOC(=O)c1cccc(NC(=O)CCn2nc(C)c(S(=O)(=O)N3CCCC3)c2C)c1 | -4 | -12%
CC(C)CNC(=O)CSc1ccc2ccccc2n1 | 4 | 10%
Cn1nc(C(=O)OCC(N)=O)c2ccccc2c1=O | -3 | 8%
CCSc1nc2c(c(=O)[nH]1)C(c1ccc(C)o1)C1=C(CCCC1=O)N2 (stereo unspecified) | 0 | ?
Cc1ccc(-c2nn(C)c(=O)c3ccccc23)cc1S(=O)(=O)N1CCCCC1 | -1 | ?

Reformatted as labelled records: entries from further up
Cn1c(=O)c2c(nc(SCC(=O)N3CCOCC3)n2Cc2ccccc2F)n(C)c1=O
- LDHA inh = 0
- ALOX12 inh = -68%
Cc1ccc(S(=O)(=O)Nc2ccccc2C(C(=O)OC(C)(C)C)C(=O)OC(C)(C)C)cc1
- LDHA inh = -1
- ALOX12 inh = 0%
O=S(=O)(Cc1csc(-c2ccccc2)n1)Cc1ccccc1F
- LDHA inh = -4
- ALOX12 inh = -33%

A portion of the library, so the mix of outcomes need not match the whole.
